High-throughput results (PubChem)
TRHR agonist: qHTS for Small Molecule Agonists and Allosteric Enhancers of Human TRH Receptor: Primary Screen for Agonists; Thyrotropin-releasing hormone receptor (Homo sapiens), P34981; TRHR cells, calcium flux fluo-8, FDSS agonist mode; activation, % at 2 µM; actives 0.18% (n = 360,000); in the data active = activation above about 30%; note: 0% is about no effect
Target sequence (P34981 whole entry, looked up): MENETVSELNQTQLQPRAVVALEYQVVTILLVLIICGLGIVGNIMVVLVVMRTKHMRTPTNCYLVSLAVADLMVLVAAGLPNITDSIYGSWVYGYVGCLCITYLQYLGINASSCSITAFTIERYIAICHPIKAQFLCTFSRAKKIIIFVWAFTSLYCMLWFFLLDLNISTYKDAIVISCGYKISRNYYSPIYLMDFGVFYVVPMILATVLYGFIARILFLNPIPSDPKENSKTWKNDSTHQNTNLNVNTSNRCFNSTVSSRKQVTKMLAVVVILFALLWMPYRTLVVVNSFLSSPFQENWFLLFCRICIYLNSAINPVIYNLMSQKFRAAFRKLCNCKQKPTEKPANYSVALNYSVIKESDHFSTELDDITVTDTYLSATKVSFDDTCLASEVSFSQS
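In this calcium-flux screen, cells bearing human TRHR are dye-loaded with fluo-8, baselined for 10 cycles, then exposed to library compounds; positive kinetic calcium responses during the agonist phase mark hits, with TRH as control.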
D2 antagonist: HTS Assay for Allosteric Antagonists of the Human D2 Dopamine Receptor: Primary Screen for Antagonists | actives 2% (n = 340,000) | AID 485344, 2010 | inhibition, % at 10 µM | HEK293 TREx D2 cells, calcium flux, dopamine EC80 | D(2) dopamine receptor (Homo sapiens), P14416; in the data active = inhibition above about 30%; note: 0% is about no effect
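In this primary screen, negative modulation is detected by tracking calcium flux after an EC80 dopamine challenge in inducible HEK293 T-REx D2 cells preexposed to test compound for 180 s.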
mIDH1 inhibitor: qHTS for Inhibitors of mutant isocitrate dehydrogenase 1 (IDH1): qHTS | Isocitrate dehydrogenase [NADP] cytoplasmic (Homo sapiens), O75874 | IDH1-R132H enzyme, NADPH consumption, diaphorase/resazurin fluorescence | Potency, µM (titrated, usually from 76.6 µM), inactives show at the highest dose activity change, negative = inhibition, actives largely listed as inhibitors | actives 0.093% (n = 390,000) | AID 602179, 2012; note: potency is the fitted concentration of half-maximal effect; % is set by controls: 0 for no effect and ±100 for the full control effect; nearly all actives have a fitted effect of over 65% in size
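IDH1-R132H (0.5 ug/mL dispensed) in pH 7.5 Tris buffer was preincubated 30 min with compound, then given a substrate mix of 0.016 mM NADPH and 2 mM alpha-KG for 80 min at room temperature; remaining NADPH was read by diaphorase/resazurin fluorescence.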
TrxR1 substrate: qHTS Assay for Substrates of Mammalian Selenoprotein Thioredoxin Reductase 1 (TrxR1): qHTS | purified TrxR1 substrate turnover, NADPH consumption readout | Potency, µM (titrated, usually from 114 µM), without a hit: at the highest dose activity change, negative = substrate turnover | actives 0.01% (n = 390,000) | AID 588456, 2011; note: potency is the fitted concentration of half-maximal effect; % is set by controls: 0 for no effect and ±100 for the full control effect; nearly all actives have a fitted effect of over 50% in size
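Rat TrxR1, dispensed at 90 nM, was prereduced with 400 uM NADPH (final) for 5 min at ~22 deg C, then incubated with compound 15 min before 400 uM selenite. A first-read NADPH fluorescence drop versus no-compound background flagged substrates.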
PI4K2A block: qHTS for small molecular inhibitors of PI4K2A | purified PI4K2A, ADP-Glo luminescence, 1 h; hits give low values | activity change, negative = inhibition, % at 76.9 µM | Phosphatidylinositol 4-kinase type 2-alpha (Homo sapiens), Q9BTU6 | actives 0.13% (n = 420,000); in the data active = activity change below about -50%; inconclusive = mostly about -30% to -49%;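 note: -100% = wells without enzyme as full effect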
Target sequence (Q9BTU6 whole entry, looked up): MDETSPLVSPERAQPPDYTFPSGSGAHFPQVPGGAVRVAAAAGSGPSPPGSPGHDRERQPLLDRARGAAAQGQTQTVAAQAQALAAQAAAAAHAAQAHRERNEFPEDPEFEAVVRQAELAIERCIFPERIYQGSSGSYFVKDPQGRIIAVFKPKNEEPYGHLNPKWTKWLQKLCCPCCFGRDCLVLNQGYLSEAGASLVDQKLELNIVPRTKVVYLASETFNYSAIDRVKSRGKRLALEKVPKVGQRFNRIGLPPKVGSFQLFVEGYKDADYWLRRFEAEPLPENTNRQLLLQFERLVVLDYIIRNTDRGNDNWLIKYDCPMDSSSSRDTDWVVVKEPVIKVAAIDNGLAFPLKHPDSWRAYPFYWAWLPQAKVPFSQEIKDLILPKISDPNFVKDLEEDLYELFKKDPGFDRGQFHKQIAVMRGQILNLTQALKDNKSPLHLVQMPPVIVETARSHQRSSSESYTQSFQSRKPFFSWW
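Compounds are screened against recombinant PI4K2A using PI as substrate and ATP, the latter dispensed at 300 microM. Reactions run one hour at ambient temperature before ADP-Glo detection; full inhibition defined by wells lacking enzyme.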
D2 ag: HTS Assay for Allosteric Agonists of the Human D2 Dopamine Receptor: Primary Screen for Agonists | actives 0.53% (n = 340,000) | AID 485358, 2010 | activation, % at 2 µM | HEK293 T-REx D2 cells, calcium flux agonist mode;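 active = activation over 3 SD above normal in the single-dose calcium agonist read, cut at about 30% in these data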; note: 0% is about no effect
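In this primary screen, compounds producing a positive calcium signal within 180 s of addition to tetracycline-induced, force-coupled HEK293 Trex D2 cells are flagged; cells are dye-loaded with a no-wash calcium kit beforehand.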
TrxR1 inh: qHTS Assay for Inhibitors of Mammalian Selenoprotein Thioredoxin Reductase 1 (TrxR1): qHTS; actives 1% (n = 390,000); AID 588453, 2011; recombinant rTrxR1, NADPH fluorescence consumption, selenite substrate; Thioredoxin reductase 1, cytoplasmic (Rattus norvegicus), O89049; Potency, µM (series often up to 114 µM), inactives show top-dose activity change, negative = inhibition, actives largely listed as inhibitors; note: potency is the fitted concentration of half-maximal effect; % is set by controls: 0 for no effect and ±100 for the full control effect; nearly all actives have a fitted effect of over 65% in size
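Rat TrxR1 (90 nM in the dispensed reagent) was pre-reduced with 400 uM NADPH for 5 min at room temperature, then incubated with compound for 15 min. After 400 uM selenite was added, NADPH fluorescence (Ex 340/Em 450 nm) was followed for 8 min.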
TRHR enhancer: qHTS for Small Molecule Agonists and Allosteric Enhancers of Human TRH Receptor: Primary Screen for Enhancers | Thyrotropin-releasing hormone receptor (Homo sapiens), P34981 | TRHR cells, fluo-8 calcium fluorescence, EC20 TRH enhancement | enhancement, % at 2 µM | actives 0.66% (n = 360,000) | AID 493056, 2011; in the data active = enhancement above about 30%; note: 0% is about no effect
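TRHR-expressing cells loaded with fluo-8 calcium dye were read kinetically (ex 480/em 530) during compound addition, then stimulated with an EC20 of TRH (10 nM final). Enhancement of the Gq-mediated intracellular calcium response was scored.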
USP1 inh: Inhibitors of USP1/UAF1: Primary Screen; Ubiquitin carboxyl-terminal hydrolase 1 (Homo sapiens), O94782; recombinant USP1/UAF1, Ub-Rhodamine cleavage fluorescence; Potency, µM (series often up to 57.1 µM), for the others: at the top dose activity change, negative = inhibition, actives largely listed as inhibitors; actives 0.23% (n = 390,000); note: potency is the fitted concentration of half-maximal effect; % is set by controls: 0 for no effect and ±100 for the full control effect; nearly all actives have a fitted effect of over 60% in size; inactives centre near -12
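USP1/UAF1 complex at 1 nM was preincubated with compound for 15 min at room temperature, then Ub-Rho substrate (150nM final) was added. Fluorescence (480/540 nm) was read kinetically, 6 reads every 60 seconds.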
Active calls of the source: *; ? = inconclusive; . = no result given; & = joins results of further samples; [ ] = remark or other dose. Unless noted, calls come from the whole dose curve; as a rule, active = well fitted inhibition curve with a large enough effect; inconclusive = small, poorly fitted or top-dose-only effect; inactive = no such curve, though single readings can be large or run the other way.

SMILES	TRHR agonist	D2 antagonist	mIDH1 inhibitor	TrxR1 substrate	PI4K2A block	D2 ag	TrxR1 inh	TRHR enhancer	USP1 inh
Cc1ccccc1-c1cc(C(=O)NCc2cccs2)n(CC2CC(c3cccnc3)=NO2)n1 (centres undefined)	-0.8	38*	-2%	-8%	-1	-1.4	4%	7	?
O=C(Nc1cc(S(=O)(=O)N2CCOCC2)ccc1O)c1ccco1	-0.5	14	-2%	-2%	-2	0.9	-3%	4	6%
COc1ccc(C(CC(=O)N2CCOCC2)C(C)C)cc1 (centres undefined)	-0.8	-11	3%	-3%	-6	-1.1	8%[57.1 µM]	11	-10%
CC(C)(C)NC(=O)NC(=O)COC(=O)c1cc(=O)[nH]c2ccccc12	-0.2	-10	-1%	0%	-8	-0.1	-11%	-2	-3%
COc1cc(S(=O)(=O)N(Cc2cccc(OC)c2OC)CC2CCCO2)ccc1-n1cnnn1 (centres undefined)	-0.8	-4	0%	1%	1	-0.3	10%	1	-24%
O=C(NCCc1ccccc1)C(=O)c1c[nH]c2ccccc12	-1.2	-49	10%	3%	0	-0.9	20%	-5	-25%
COc1ccc(-c2cc(OC(=O)c3cccc(C)c3)c3c(C)oc(C)c3c(=O)c2)cc1	-1.3	.	-3%	3%	2	-1.1	?	8	?
Cc1ccc(Cl)cc1N1CCN(C(=O)C2CCN(Cc3nc(-c4cccc(Cl)c4)oc3C)CC2)CC1	0.1	.	-14%	-3%	-3	0.6	31%[activator]	0	2%
COc1ccccc1N(Cc1cc(=O)[nH]c2ccccc12)C(=O)c1cccc([N+](=O)[O-])c1	-0.4	.	-6%	-3%	4	.	20%	-1	-24%
COc1ccc(N2CCN(C(=O)c3ccccc3NS(=O)(=O)c3ccc(C)cc3)CC2)cc1	-0.9	-1	10%	-4%	-4	-0.2	12%	-1	-21%
O=C(NC1(C(F)(F)F)Oc2ccccc2O1)N1CCCC1	0.2	-12	3%	3%[57.1 µM]	3	0.7	-27%[57.1 µM]	4	-11%
CCCCCc1ccc(-c2cn(CN3C(=O)c4ccccc4C3=O)nn2)cc1	0.4	-13	6%	-2%&1%	0	-0.9	16%&20%	0	-11%
Cc1ccc(C(=O)NNC(=O)c2ccncc2)cc1C	-0.3	-10	5%	-1%	-3	1.5	-14%	-6	-18%
CC(C)(C)n1ncc2c(=O)n(CC(=O)N3CCCCC3)cnc21	-0.1	14	16%	9%[57.1 µM]	-1	2.0	29%[57.1 µM]	-8	-1%
CCCSc1nc(O)c(C2OC(=O)c3c2ccc(OC)c3OC)c(=O)n1C (centres undefined)	0.3	27	3%	1%	-12	0.3	13%	-2	-4%

6 entries picked at random from those above:
SMILES	TRHR agonist	D2 antagonist	mIDH1 inhibitor	TrxR1 substrate	PI4K2A block	D2 ag	TrxR1 inh	TRHR enhancer	USP1 inh
COc1ccccc1N(Cc1cc(=O)[nH]c2ccccc12)C(=O)c1cccc([N+](=O)[O-])c1	-0.4	.	-6%	-3%	4	.	20%	-1	-24%
COc1ccc(N2CCN(C(=O)c3ccccc3NS(=O)(=O)c3ccc(C)cc3)CC2)cc1	-0.9	-1	10%	-4%	-4	-0.2	12%	-1	-21%
CCCCCc1ccc(-c2cn(CN3C(=O)c4ccccc4C3=O)nn2)cc1	0.4	-13	6%	-2%&1%	0	-0.9	16%&20%	0	-11%
CC(C)(C)NC(=O)NC(=O)COC(=O)c1cc(=O)[nH]c2ccccc12	-0.2	-10	-1%	0%	-8	-0.1	-11%	-2	-3%
O=C(NC1(C(F)(F)F)Oc2ccccc2O1)N1CCCC1	0.2	-12	3%	3%[57.1 µM]	3	0.7	-27%[57.1 µM]	4	-11%
Cc1ccc(Cl)cc1N1CCN(C(=O)C2CCN(Cc3nc(-c4cccc(Cl)c4)oc3C)CC2)CC1	0.1	.	-14%	-3%	-3	0.6	31%[activator]	0	2%

Following part
SMILES	TRHR agonist	D2 antagonist	mIDH1 inhibitor	TrxR1 substrate	PI4K2A block	D2 ag	TrxR1 inh	TRHR enhancer	USP1 inh
CNC(=O)c1ccc(-c2ccc(OC)cc2)s1	0.6	0	3%	480%[activator][57.1 µM]	-8	0.6	?	-1	-2%
Cc1cc(C(=O)O)ccc1[N+](=O)[O-]	0.3	.	14%	-3%	0	.	12%	0	10%
COc1ccccc1N(CC(=O)Nc1ccccc1C)S(C)(=O)=O	2.2	-8	-2%	6%	-1	0.5	12%	-11	-24%
O=c1[nH]c(C2CCCN(S(=O)(=O)c3ccccc3)C2)nc2c1nnn2Cc1ccccc1F (centres undefined)	0.3	15	-2%	-14%	15	0.5	-17%	-9	-7%
COc1ccccc1NC(=O)C1=C(C)Nc2nc(SCc3cc(C)ccc3C)nn2C1c1ccccc1 (centres undefined)	0.3	.	-6%	-6%[57.1 µM]	0	0.5	3%[57.1 µM]	21	-4%
C/C(N)=C(/C#N)C(=O)COC(=O)c1cccc2ccccc12	1.3	11	2%	8%	-5	0.0	-1%	1	2%
CCc1ccccc1NS(=O)(=O)c1ccc2c(c1)CCN2C(=O)C1CC1	-0.6	.	-3%	5%	-1	-0.4	19%	9	-22%
Cc1c(Cl)cccc1NC(=O)Nc1nnc(N(C)C2CCCCC2)s1	-0.5	.	0%	-9%	-2	17	4%	-2	-11%
COc1ccc(NC(=O)CS(=O)(=O)Cc2nc(-c3ccc(C)cc3)oc2C)cc1	0.7	-8	-2%	7%	-1	0.6	5%	0	-18%
C=CCOC(=O)CCP(=O)(CCC(=O)OCC=C)c1ccccc1	-0.1	28	8%	9%[57.1 µM]	-1	-0.2	7%	-1	-6%
Nc1nnnn1/N=C/c1cccc(Br)c1	-0.5	5	-6%	-11%	-6	0.3	5%	-5	-10%
Cc1cc(C)cc(N(CCC#N)C(=O)CSc2nc3nc(C)cc(C)n3n2)c1	0.3	-2	4%	13%	-7	-1.5	30%	-3	-3%
Cc1cc(=O)c2c(o1)CC(C)(C)CC2=O	0.5	6	-4%	12%	0	0.7	20%	-3	-21%
O=C(CCc1ccccc1)N1CCN(Cc2ccc(F)cc2Cl)CC1	-0.7	-4	-2%	-3%	1	-1.3	1%	1	-2%
CC1CC(c2ccccc2)n2nc(NC(=O)c3ccco3)nc2N1 (centres undefined)	1.6	-8	1%	5%	0	-0.3	-3%	0	-9%
CCN(CC)CCN(C(=O)c1ccc(S(=O)(=O)N(CC)c2ccccc2)cc1)c1nc2c(OC)ccc(OC)c2s1	-0.1	-4	4%	-10%	-2	-0.5	-7%	4	-25%
Cc1ccc(NC(=O)CSc2nc3ccccc3n2CC(=O)N2CCC(C)CC2)cc1C	-0.1	.	8%	-5%[57.1 µM]	-5	.	2%[57.1 µM]	-1	-13%
O=C(C=Cc1ccccc1)c1ccc([N+](=O)[O-])cc1	.	.	-3%	-8%	18	.	-13%	.	-7%
N#Cc1c(Nc2ccccc2)c(C=NCCN2CCOCC2)c[nH]c1=O	-0.4	22	6%	7%[57.1 µM]	4	0.1	1%[57.1 µM]	-6	-17%
CCOC(=O)C1=C(C)NC(=S)NC1c1cc(C)sc1C (centres undefined)	-1.5	-10	-3%	-2%	-1	-1.8	19%	-2	0%
COc1ccc2sc(N(CCCN(C)C)C(=O)c3ccc(S(=O)(=O)N(C)C4CCCCC4)cc3)nc2c1	1.3	8	2%	-10%	3	0.4	-3%	-3	-11%
Cc1ccc(-c2cnc(C3CC3)o2)cc1S(=O)(=O)Nc1ccc(F)cc1Cl	-1.0	.	.	0%[57.1 µM]	-3	-2.1	4%[57.1 µM]	3	-27%
Cc1ccc(C(=O)NNC(=O)CSc2nnc(-c3ccccc3)n2Cc2ccccc2)cc1	-1.0	-4	3%	8%[57.1 µM]	3	-0.7	11%[57.1 µM]	3	-15%
O=[N+]([O-])c1ccc(CSc2nnc(SCc3ccccc3)s2)cc1	-0.1	-27	11%	-5%[57.1 µM]	4	-0.6	6%[57.1 µM]	-4	-13%
Cc1ccc(C(=O)OCC(=O)NC2CCCc3ccccc32)o1 (centres undefined)	-1.0	-29	8%	-17%	2	-0.9	-14%	-3	3%
O=C(O)c1ccccc1NS(=O)(=O)c1ccc(N/N=C/c2ccc(O)c(O)c2)c([N+](=O)[O-])c1	.	.	?	-14%	-12	.	?	.	?

An excerpt from above in order of the TRHR agonist value, smallest number first:
smiles	TRHR agonist
CCOC(=O)C1=C(C)NC(=S)NC1c1cc(C)sc1C (centres undefined)	-1.5
Cc1ccc(-c2cnc(C3CC3)o2)cc1S(=O)(=O)Nc1ccc(F)cc1Cl	-1.0
O=[N+]([O-])c1ccc(CSc2nnc(SCc3ccccc3)s2)cc1	-0.1
